hcGAS inh – Primary biochemical luminescence assay for human cyclic GMP-AMP synthase inhibitors; Q8N884; hit rate 0.081% among 290,000; inhibition, % at 12.5 µM; recombinant h-cGAS, ATP depletion, Kinase-Glo luminescence;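 further: 0% = vehicle reaction and 100% = reaction without DNA for no activity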
Target sequence (Q8N884 whole entry, looked up): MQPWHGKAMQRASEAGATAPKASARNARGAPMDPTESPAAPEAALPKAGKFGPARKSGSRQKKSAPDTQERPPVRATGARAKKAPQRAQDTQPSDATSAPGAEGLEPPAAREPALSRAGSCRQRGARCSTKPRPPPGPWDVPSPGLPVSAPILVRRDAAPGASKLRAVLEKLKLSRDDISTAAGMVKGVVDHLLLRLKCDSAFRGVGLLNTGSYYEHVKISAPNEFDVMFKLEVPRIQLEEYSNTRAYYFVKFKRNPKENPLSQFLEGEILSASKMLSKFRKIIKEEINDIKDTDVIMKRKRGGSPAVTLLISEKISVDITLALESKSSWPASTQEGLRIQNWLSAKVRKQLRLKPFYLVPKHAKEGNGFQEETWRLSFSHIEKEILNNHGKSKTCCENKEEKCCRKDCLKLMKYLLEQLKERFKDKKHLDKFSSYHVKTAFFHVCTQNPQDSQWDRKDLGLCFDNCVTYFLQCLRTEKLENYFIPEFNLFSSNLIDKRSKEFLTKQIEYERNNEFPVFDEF
mcGAS lum – cyclic GMP-AMP synthase inhibitors, mouse, primary biochemical chemiluminescence | Q8C6L5 | hit rate 0.15% among 160,000 | inhibition, % at 12.5 µM | recombinant cGAS, Kinase-Glo ATP depletion luminescence | AID 1259399, 2018;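 further: 0% = negative control wells and 100% = reference inhibitor with no enzyme activity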
NPYLR7 agonist – agonists of mosquito NPYLR7 receptor, primary screen, cell-based, Aedes aegypti, calcium fluorescence, mosquito biting behavior; AID 1259423, 2018; activation, % at 10 µM; HEK293T NPYLR7/Galpha15, GCaMP6s calcium fluorescence; hit rate 0.15% among 270,000; in the data active means activation above about 40%;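 further: 0% = vehicle and 100% = reference agonist at the receptor; some compounds past the cut are filed as inactive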
Starred values were filed as active, the others as inactive; / = no result given; & = joins results of further samples. Unless noted, no stated cut-off is given here; in the data, active means inhibition above about 40%; inactive means the rest.

#1 CN1C(=CC=NNc2ccc([N+](=O)[O-])cc2[N+](=O)[O-])C(C)(C)c2ccccc21
#2 COc1ccc(Nc2nc(NCc3ccc4c(c3)OCO4)nc3[nH]ncc23)cc1
#3 CCC(C)CN(CC(=O)N(Cc1ccccc1)Cc1cccs1)C(=O)Nc1ccc(C(F)(F)F)cc1 (stereo not drawn)
#4 CCc1nc2c(OCc3cc(Cl)cc(Cl)c3)cccn2c1N(C)C(=O)C(C)C
#5 CCC(O)CN1CCN(c2ccc(C3CCCC3)cc2)CC1 (stereo not drawn)
#6 Cc1ccccc1CN1CC(c2nc(-c3ccccn3)no2)CC1=O (stereo not drawn)
Screen / compound no. | 1 | 2 | 3 | 4 | 5 | 6
NPYLR7 agonist | -1.5 | 4.3 | -9.5 | 6.8 | -7.3 | -2.8
hcGAS inh | -23.9 | -7.1 | -8.7 | -5.1 | -6.4 | -0.4
mcGAS lum | / | / | -4.2 | -2.5 | / | /

#7 Cn1c(CC(=O)N/N=C2\CCSc3ccc(F)cc32)nc2ccccc21
#8 CC(C)(C)CC(=O)N1CCC(c2cc(N)on2)CC1
#9 CCc1cc(-c2nccn2-c2ccc(-c3ccn[nH]3)cc2)on1
#10 OC(c1ccc(Cl)cc1)c1ccc(OC(F)F)cc1 (stereo not drawn)
#11 O=C(CN1CCN(Cc2ccc3c(c2)CCO3)CC1)Nc1ccccc1
#12 O=C(Nc1ccc2c(c1)CCC2)c1ccc(=O)n(Cc2ccccc2)n1
Screen / compound no. | 7 | 8 | 9 | 10 | 11 | 12
NPYLR7 agonist | -2.9 | / | 1.8 | -2.1&6.0 | 2.9 | 5.4
hcGAS inh | -6.2 | -14.8 | -2.0 | 8.3&-7.3 | -4.2 | -4.0
mcGAS lum | -15.6 | -4.6 | -17.8 | / | -5.2 | /

#13 Nc1cc(-c2ccc(Cl)c(Cl)c2)nn1-c1ccc(C(=O)Nc2ccccc2Nc2ccccc2)cc1
#14 O=C1NCC2(CCN(c3nccc(N4CCCC(O)C4)n3)CC2)O1 (stereo not drawn)
#15 COc1ccccc1CN(Cc1nc2ccccc2n1C)C1CC1
#16 C=CCOC1C[C@](OCc2ccc(F)cc2)(C(=O)NCCN(C)C)C[C@H]2OC(C)(C)O[C@@H]12 (stereo partly drawn)
#17 CCOc1ccc(C(=O)N(C)CCOc2ccc(C)cc2Cl)o1
#18 Cc1ccsc1[C@@H]1CCN(C(=O)CN(C)Cc2cccnc2)C[C@H]1O
Screen / compound no. | 13 | 14 | 15 | 16 | 17 | 18
NPYLR7 agonist | -8.1 | 9.0 | 14.8 | 1.1 | -0.7 | -2.1
hcGAS inh | -3.6 | -7.8 | -4.1 | -0.8 | 2.9 | -4.0
mcGAS lum | / | -11.7 | -17.3 | 1.4 | / | /

#19 COc1ccc(Nc2nccc3c2cc(-c2cnn(C)c2)n3C)cc1
#20 Cc1ccc(Cc2nnc(NC(=O)CCc3cscn3)s2)cc1
#21 Cc1nc(N2CCCN(CCCN3CCCC3)CC2)c2c(C)nn(C)c2n1
#22 O=C(Nc1ccccc1C(F)(F)F)c1cc(=S)[nH]c2ccccc12
#23 CC(CC(=O)NC1CCCC1)=NNC(=O)C1CCCCC1
#24 O=C(CSc1nc(Cl)cc(N2CCN(c3ccccc3F)CC2)n1)NCc1cccc(C(F)(F)F)c1
Screen / compound no. | 19 | 20 | 21 | 22 | 23 | 24
NPYLR7 agonist | -12.3 | 9.8 | / | -3.7 | 5.6 | 1.6
hcGAS inh | 3.6 | -10.6 | -21.0 | -10.4 | -4.6 | -6.3
mcGAS lum | 1.3 | / | -7.6 | -4.3 | -5.1 | -4.6

#25 Cc1ccc(F)c(NC(=O)C(=O)N(C)Cc2ccccc2Br)c1
#26 CN(C)C(=O)CN(C)C(=O)c1ccnc(OCc2ccccc2)c1
#27 N#CC1C(=N)OC2=C(C(=O)CCC2)C1c1ccc(O)cc1 (stereo not drawn)
#28 Cc1nc(N2CCCCC2)ncc1C(=O)N1CC[C@H](O)[C@@H](O)C1
#29 CC(C)=CC(=O)NC1CC2CCC(C1)N2CC1CCCO1 (stereo not drawn)
#30 CCN1N=C(C(F)(F)F)C(=Cc2cnn(-c3ccccc3)c2)C1=O
Screen / compound no. | 25 | 26 | 27 | 28 | 29 | 30
NPYLR7 agonist | 0.0 | 3.9 | 6.7 | 3.5 | 12.3 | 7.0
hcGAS inh | 2.6 | 8.2 | -1.7 | -3.2 | -2.2 | -3.9
mcGAS lum | / | / | -4.3 | / | -3.6 | -7.1

Records 18–27 from above:
#18 Cc1ccsc1[C@@H]1CCN(C(=O)CN(C)Cc2cccnc2)C[C@H]1O
#19 COc1ccc(Nc2nccc3c2cc(-c2cnn(C)c2)n3C)cc1
#20 Cc1ccc(Cc2nnc(NC(=O)CCc3cscn3)s2)cc1
#21 Cc1nc(N2CCCN(CCCN3CCCC3)CC2)c2c(C)nn(C)c2n1
#22 O=C(Nc1ccccc1C(F)(F)F)c1cc(=S)[nH]c2ccccc12
#23 CC(CC(=O)NC1CCCC1)=NNC(=O)C1CCCCC1
#24 O=C(CSc1nc(Cl)cc(N2CCN(c3ccccc3F)CC2)n1)NCc1cccc(C(F)(F)F)c1
#25 Cc1ccc(F)c(NC(=O)C(=O)N(C)Cc2ccccc2Br)c1
Screen / compound no. | 18 | 19 | 20 | 21 | 22 | 23 | 24 | 25
NPYLR7 agonist | -2.1 | -12.3 | 9.8 | / | -3.7 | 5.6 | 1.6 | 0.0
hcGAS inh | -4.0 | 3.6 | -10.6 | -21.0 | -10.4 | -4.6 | -6.3 | 2.6
mcGAS lum | / | 1.3 | / | -7.6 | -4.3 | -5.1 | -4.6 | /

#26 CN(C)C(=O)CN(C)C(=O)c1ccnc(OCc2ccccc2)c1
#27 N#CC1C(=N)OC2=C(C(=O)CCC2)C1c1ccc(O)cc1 (stereo not drawn)
Screen / compound no. | 26 | 27
NPYLR7 agonist | 3.9 | 6.7
hcGAS inh | 8.2 | -1.7
mcGAS lum | / | -4.3

Next section.
#31 CC(C)Cc1nc(CN(C)C(=O)c2cc(C(C)C)on2)no1
#32 CCc1nc2ccc(C(=O)Nc3ccc(C(N)=O)cc3)cn2c1N(C)CCN1CCOCC1
#33 Cc1cc(Cl)ccc1OCCCC(=O)NCCc1nc2ccccc2[nH]1
#34 Cc1ccc(Cl)cc1-n1nnc(C(=O)Nc2ccccc2C#N)c1C
#35 Cc1cccc(C(=O)NC(C(=O)NCc2ccco2)C2CCN(C(=O)c3ccc4c(c3)OCO4)CC2)c1 (stereo not drawn)
#36 CCCCn1c(CN(C)CC)cnc1S(=O)(=O)CCCC(C)C
Screen / compound no. | 31 | 32 | 33 | 34 | 35 | 36
NPYLR7 agonist | 5.5 | 22.8 | 8.9 | 4.2 | -1.3 | 8.9
hcGAS inh | -4.9 | -6.8 | -0.8 | -3.4 | -6.5 | -8.4
mcGAS lum | -16.6 | -3.1 | -4.9 | -6.9 | -5.9 | /

#37 Cc1[nH]cnc1-c1nccn1CCc1c(C)n2c3c(cccc13)CCC2
#38 CCCCn1nnnc1CS(=O)(=O)C(C)C(=O)Nc1ccc(C)cc1 (stereo not drawn)
#39 COc1cccc(C(=O)NCc2nnc(SCC(=O)N3CCc4ccccc43)n2-c2ccc(F)cc2)c1
#40 O=S(CCn1cccn1)Cc1ccc(C(F)(F)F)cc1 (stereo not drawn)
#41 O=C(O)CC(C(=O)O)N1C(=O)CSC1=S (stereo not drawn)
#42 CC(C)NC(=S)NN=C1CCc2ccccc21
Screen / compound no. | 37 | 38 | 39 | 40 | 41 | 42
NPYLR7 agonist | 0.2 | 8.3 | -5.3 | 1.0 | 0.5 | -1.4
hcGAS inh | -2.4 | -11.0 | -2.4 | -7.2 | -2.1 | -7.9
mcGAS lum | -1.9 | / | -4.1 | -15.7 | / | -7.0

#43 CCOc1ccc2nc(N3CCC(N4CCC[C@H]4C(=O)OC)CC3)nc(C)c2c1
#44 Cn1nc(C(=O)O)c2c1CCN(C(=O)C1(C)CCCO1)C2 (stereo not drawn)
#45 COc1cccc(Cc2nsc(N3CCCN(C(=O)Nc4ccc(C)cc4C)CC3)n2)c1
#46 CCOC(=O)c1ccc(NC(=O)CSc2nnc(CNC(=O)c3ccco3)n2-c2ccc(OCC)cc2)cc1
#47 COc1cccc(Cn2nccc2NC(=O)c2ccccc2)c1OC
#48 CCC(C(=O)N(Cc1cc(NC(=O)c2ccccc2Cl)ccc1N(C)C)C(C)C)c1ccccc1 (stereo not drawn)
Screen / compound no. | 43 | 44 | 45 | 46 | 47 | 48
NPYLR7 agonist | 5.1 | 0.3 | 0.7 | 1.1 | 9.4 | 13.1
hcGAS inh | -3.8 | -2.7 | -5.0 | -1.1 | -9.2 | -1.9
mcGAS lum | -10.4 | / | -5.6 | -2.4 | -6.8 | -5.5

#49 COc1ccc(-c2cnc3ncnn3c2N2CCCN(S(=O)(=O)c3ccc(F)cc3F)CC2)cc1
#50 CC(=O)NC(C)C1=CCCN(CC(=O)Nc2ccc(Cl)c(C)c2)C1 (stereo not drawn)
#51 CCc1cccc(CC)c1-n1c(CNC(=O)Cc2ccccc2)nnc1SCC(=O)Nc1ccc(OC)cc1
#52 C=CCOCC(O)CN(Cc1ccc(F)cc1)Cc1cccn1C (stereo not drawn)
#53 CCOC(=O)N1CCN(C(=O)CSc2nc(Cl)cc(N3CCN(C(=O)C4CC4)C(C)C3)n2)CC1 (stereo not drawn)
#54 O=C(c1cccc2nccnc12)N1CCOC(c2ccc(Cl)cc2)C1 (stereo not drawn)
Screen / compound no. | 49 | 50 | 51 | 52 | 53 | 54
NPYLR7 agonist | 27.7 | 2.2 | -6.7 | 21.2 | -3.4 | 6.2
hcGAS inh | -0.5 | -5.7 | -6.2 | -1.6 | -12.2 | -3.0
mcGAS lum | -5.4 | -15.4 | / | -4.0 | -6.0 | /

#55 Cc1cccn2c(=O)c3cc(C(=O)N4COCC4(C)C)n(C)c3nc12
#56 COc1cccc(NC(=O)CN2CN(c3ccccc3)C3(CCN(C(=O)COc4ccc(Cl)cc4)CC3)C2=O)c1
#57 FC(F)(F)c1nc(NCC2CCCO2)nc2c1CCCCC2 (stereo not drawn)
#58 CCC(C)NC(=O)c1cc(-c2ccc(C)o2)nc2cc(OC)c(OC)cc12 (stereo not drawn)
#59 COCCc1ncc(CN2CCC3(CCCN(CC4CCC4)C3)C2)cn1 (stereo not drawn)
#60 COc1ccc(-n2nc(C)nc2-c2cccc(N)c2)cc1
Screen / compound no. | 55 | 56 | 57 | 58 | 59 | 60
NPYLR7 agonist | 4.6&3.8 | 18.2 | 0.8 | -4.6 | 0.4 | 18.2
hcGAS inh | -6.8&-6.2 | -9.3 | -4.2 | -10.0 | 1.2 | -6.2
mcGAS lum | / | -6.7 | / | -8.1 | / | -12.1

#61 COc1ccc(-n2c(SCc3ccccc3C)nc3c(c2=O)SCC3)cc1
#62 CCCOC(=NCc1ccco1)NC(=O)c1ccc(OC)cc1
#63 CC(C)(C#N)NC(=O)Cc1ccc(C(F)(F)F)cc1
#64 COc1cccc(CNC(=O)CSc2ccc(-c3sc(C)nc3C)nn2)c1
#65 O=C1/C(=C/c2ccc(-c3ccc(Br)cc3)o2)C=C(c2ccccc2)N1c1cccc2ccccc12
#66 CC(C)c1[nH]n(-c2ccc(Cl)cc2)c(=O)c1C1=C([n+]2ccccc2)C(=O)N(C2CCCCC2)C1=O
Screen / compound no. | 61 | 62 | 63 | 64 | 65 | 66
NPYLR7 agonist | 7.1 | -0.5 | -0.2 | -6.3 | 1.0 | -3.3
hcGAS inh | -6.6 | -5.7 | -1.7 | -2.3 | -2.3 | -13.9
mcGAS lum | / | -5.7 | / | -5.8 | -2.8 | -13.5

#67 CCc1nc2n(n1)C(=O)C(C(c1cccc(F)c1)N1CCN(CCO)CC1)S2 (stereo not drawn)
#68 CC(C)Cc1cc(-c2cn(CC(C)N3CCN(C)CC3)nn2)n[nH]1 (stereo not drawn)
#69 O=C(CC1SC(=NCc2ccco2)NC1=O)Nc1ccc(OC(F)(F)F)cc1 (stereo not drawn)
#70 CC(C)C(=O)N1CCc2nnc(C3CCN(C(=O)CCO)C3)n2CC1 (stereo not drawn)
#71 COc1ccc(C(=O)N2CCN(C(C)c3ccccc3)CC2)c(OC)c1 (stereo not drawn)
#72 CCCSc1nc(NCCOC)c2cnn(CCNC(=O)c3cccs3)c2n1
Screen / compound no. | 67 | 68 | 69 | 70 | 71 | 72
NPYLR7 agonist | -2.3 | / | 5.0 | / | -2.4 | 2.2
hcGAS inh | -6.6 | -21.0 | -4.7 | -13.0 | -4.3 | 2.0
mcGAS lum | -7.5 | -8.7 | / | -6.1 | -6.1 | -7.1

#73 Cc1cccnc1NCCNC(C)C(=O)NC1CCCC1 (stereo not drawn)
#74 CN(C)c1ncc(-c2nccn2CCc2ccccc2Cl)cn1
#75 O=C(CSc1nnc2[nH]c(=O)cc(-c3ccccc3)n12)N1CCCC1
#76 Cn1cc(C(CC(=O)NCCc2ccc(Cl)cc2Cl)c2ccc(Cl)cc2)c2ccccc21 (stereo not drawn)
#77 COc1ccc(OC)c(CC(=O)NC2CC3CCC(C2)N3Cc2ccoc2)c1 (stereo not drawn)
#78 CNc1ccc(-c2ccc(S(C)(=O)=O)cc2)cn1
#79 CC(C)(C)c1cc(NC(=O)c2ccccc2)n(C2CCS(=O)(=O)C2)n1 (stereo not drawn)
Screen / compound no. | 73 | 74 | 75 | 76 | 77 | 78 | 79
NPYLR7 agonist | 12.4 | -3.0 | -3.4 | -1.5 | -0.6 | 3.6 | 2.3
hcGAS inh | 3.7 | -5.7 | -6.0 | -8.5 | -1.0 | -14.9 | -15.2
mcGAS lum | -11.3 | / | -7.9 | -4.2 | -5.6 | / | /

Assay outcomes (PubChem BioAssay)
